# NR2E3 ag-1 = human photoreceptor-specific nuclear receptor agonism; AID 602229; inhibition of corepressor binding, % at 3.98 µM; CHO-S Gal4-NCOR/VP16-NR2E3 two-hybrid, luciferase; 360,000 tested, 0.35% active;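 active = inhibition above the mean of all tested compounds plus 3 SD, cut at about 70% in these data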;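 also: 0% = DMSO with NR2E3 transfected cells and 100% = cells lacking NR2E3 construct; higher means lower luciferase signal from less NR2E3 corepressor binding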
# Target sequence (Q9Y5X4 whole entry, looked up, the tested form may be a part): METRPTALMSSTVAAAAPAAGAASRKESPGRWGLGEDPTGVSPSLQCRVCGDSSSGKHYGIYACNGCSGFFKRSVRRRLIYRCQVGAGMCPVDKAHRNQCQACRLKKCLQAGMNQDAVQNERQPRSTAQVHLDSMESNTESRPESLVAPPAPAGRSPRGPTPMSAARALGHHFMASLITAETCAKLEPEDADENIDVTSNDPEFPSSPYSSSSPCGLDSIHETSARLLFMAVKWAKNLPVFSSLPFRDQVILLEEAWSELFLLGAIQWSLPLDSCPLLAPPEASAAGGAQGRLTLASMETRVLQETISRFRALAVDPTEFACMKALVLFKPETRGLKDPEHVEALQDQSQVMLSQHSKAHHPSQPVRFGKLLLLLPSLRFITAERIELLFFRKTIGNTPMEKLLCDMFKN
# Peg3 prom inh = Peg3 promoter activity inhibition; inhibition, % at 20 µM; HeLa PEG-Prom luciferase reporter, luminescence, overnight; 360,000 tested, 1.7% active;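 active = inhibition of at least 50% at 20 µM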
# Shn3 3UTR inh = Schnurri-3 reporter inhibition in Clone20 osteoblasts. Clone20 osteoblast Shn3 3'UTR firefly luciferase, 24 h. inhibition, % at 12.5 µM. 360,000 tested, 0.52% active;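 active = mean inhibition of at least 75% with every replicate also reaching 75%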;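 also: 0% = median of neutral control wells and 100% = pilot-screen positive control compound; some compounds past the cut are filed as inactive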
# NR2E3 ag-2 = NR2E3 (human) agonism; GST-NR2E3/biotin-RetCOR TR-FRET, 1536-well; inhibition of corepressor binding, % at 4.78 µM; 320,000 tested, 0.12% active; AID 2300;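 active = percent inhibition above the cutoff of mean plus 3 SD of all tested compounds, set per screening campaign, cut at about 20% in these data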;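 also: 0% = DMSO wells and 100% = biotin wells as full block of FRET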
#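 System: GST-tagged NR2E3 plus biotinylated RetCOR corepressor; Buffer or medium: pH 7.5 Tris-based buffer; Probe or stimulus: RetCOR corepressor, biotinylated, 7 nM; Doses: compound at 4.8 µM, single dose; Schedule: 5 h incubation at 4 °C; Technique: time-resolved FRET; Evaluation: percent inhibition of TR-FRET ratio; Replication: one well per compound, singlicate testing.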
# EBV LMP1 NFkB = Epstein-Barr LMP1 NF-kappaB reporter inhibition; LMP1-induced NF-kappaB luciferase reporter cells, luminescence; inhibition, % at 12.5 µM; 350,000 tested, 0.69% active; in the data active = inhibition above about 41%;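 also: 0% = neutral control wells and 100% = reference inhibitor control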
# C8 TRAIL sens = sensitizes caspase-8 expressing cells to TRAIL | AID 624354 | inhibition (viability loss, TRAIL sensitization), % at 10 µM | NB7+C8 cells + TRAIL, ATPlite viability luminescence | 360,000 tested, 1% active;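 active = compounds causing at least 50% loss of cell viability in the single-dose screen, relative to plate controls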
# HIF-2a block = blocks HIF-2a reporter activity | 786-0 RCC cells HIF-2a reporter, luciferase luminescence, overnight | inhibition, % at 18.8 µM | 360,000 tested, 0.72% active;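 active = inhibition of the luminescence signal of 40% or more relative to plate controls, in a single-dose primary screen at 18.75 µM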
# CF NFkB block = inhibitors of cystic fibrosis induced NF-kB; KKLEB NF-kB-GFP reporter, PAF-induced, GFP fluorescence overnight; inhibition, % at 5 µM; 360,000 tested, 0.86% active; AID 588850;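 active = at least 50% inhibition at 5 µM, scaled per plate between neutral and stimulator controls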;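 also: PAF is a Pseudomonas aeruginosa culture filtrate used as stimulus; plate controls were PAF-stimulated DMSO wells for no effect and unstimulated DMSO wells for full effect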
# MITF TRPM1 inh = MITF TRPM1 promoter inhibition in SK-MEL-5 cells. SK-MEL-5 TRPM1 promoter luciferase, 24 h. inhibition, % at 12.5 µM. 330,000 tested, 0.83% active;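 active = mean inhibition across replicates of 60% or more, whatever share of single replicates reaches that level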; also: values of inactives mirror those of a sister screen read the other way
# iPSC survival up = enhancers of human iPSC single-cell survival | hiPSC single-cell survival, ATPlite luminescence; 100% = ROCK inhibitor wells, 0% = DMSO | survival enhancement, % at 20 µM | 360,000 tested, 0.044% active | AID 602274; in the data active = survival enhancement above about 18%;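 also: cells exposed to compounds for 16 hours before the ATP read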
# KKLEB tox = reduces viability of KKLEB cystic fibrosis airway cells; KKLEB CF airway cells viability, ATPlite luminescence, overnight; active compounds read low; cells stimulated with P. aeruginosa culture filtrate; activity change (cytotoxicity), % at 5 µM; 360,000 tested, 0.36% active;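 active = corrected activity change at or below -50% at 5 µM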
# Active calls of the source: *; . = no result given.
SMILES,NR2E3 ag-1,Peg3 prom inh,Shn3 3UTR inh,NR2E3 ag-2,EBV LMP1 NFkB,C8 TRAIL sens,HIF-2a block,CF NFkB block,MITF TRPM1 inh,iPSC survival up,KKLEB tox
COc1ccc(-c2nc3ccc(C(=O)NCC(OC)OC)cc3nc2-c2ccc(OC)cc2)cc1,-13,15,-2,0,14,-2,8,-18,-8,-0.6,2
CCCCNC(=O)OC(C)CNC(=O)Oc1cccc(C)c1 (stereo unspecified),10,14,-5,-1,-4,-2,14,-3,11,5.7,1
COc1ccc(C(=O)NC(Nc2ccc(C)cc2)C(Cl)(Cl)Cl)cc1 (stereo unspecified),35,-14,73,1,4,16,16,2,2,-2.0,-22
Cc1ccc(C)c(CN2CCC(CNC(=O)Nc3ccc(Br)cc3F)CC2)c1,-28,48,28,.,4,-13,13,-4,-5,0.0,-12
Cc1noc(C)c1-c1ccc(C(=O)NCc2cccnc2)c2occc12,21,-36,30,.,.,-2,-110,-93,.,1.3,0
Cc1ccc(OC(=O)c2ccc(N3CCOCC3)c([N+](=O)[O-])c2)cc1,6,-4,1,-1,-4,-18,4,-7,-6,3.2,16
Cc1cc(C)nc(NS(=O)(=O)c2ccc(NS(=O)(=O)c3ccc(F)c(F)c3)cc2)n1,-8,1,-10,.,-5,9,3,-5,.,-2.0,-10
C(=N\n1cnnc1)/c1ccccn1,-27,4,-15,-4,0,-11,8,-1,-1,-3.6,4
CN(Cc1ccccn1)C(=O)C1CCC(=O)N(Cc2cccc(F)c2)C1 (stereo unspecified),2,1,-16,2,2,-10,8,-3,8,-0.1,3
O=C1CN(C(=O)/C=C/c2cccc(Cl)c2)c2ccccc2N1,-6,0,7,2,-8,2,-33,-32,-12,-1.7,3
O=C(Nc1ccccn1)C(c1ccccc1)c1ccccc1,29,1,-2,.,8,6,5,-38,.,15,14
O=C(c1ccco1)N1CCN(C(=O)c2cnn(-c3ccc(Cl)cc3)c2C2CCNCC2)CC1,-12,-12,-16,-2,-5,1,5,7,-6,-0.4,-2
CC(C)c1ccc(NC(=O)COC(=O)c2c[nH]c(=O)[nH]c2=O)cc1,-23,-23,-43,-3,14,1,-27,21,0,-1.0,-23
O=C(NCCc1ccc(F)cc1)C1CCCO1 (stereo unspecified),-15,0,-7,-1,-4,-2,6,-4,-9,0.6,9
CCOc1ccccc1CNC(=O)c1ccc(Sc2ccc(Cl)cc2)c(NC(C)=O)c1,-2,30,-9,2,4,-9,14,12,5,-1.3,-15

# 3 entries out of the list, ordered by number of heavy atoms, falling.
SMILES,NR2E3 ag-1,Peg3 prom inh,Shn3 3UTR inh,NR2E3 ag-2,EBV LMP1 NFkB,C8 TRAIL sens,HIF-2a block,CF NFkB block,MITF TRPM1 inh,iPSC survival up,KKLEB tox
O=C(c1ccco1)N1CCN(C(=O)c2cnn(-c3ccc(Cl)cc3)c2C2CCNCC2)CC1,-12,-12,-16,-2,-5,1,5,7,-6,-0.4,-2
Cc1cc(C)nc(NS(=O)(=O)c2ccc(NS(=O)(=O)c3ccc(F)c(F)c3)cc2)n1,-8,1,-10,.,-5,9,3,-5,.,-2.0,-10
CN(Cc1ccccn1)C(=O)C1CCC(=O)N(Cc2cccc(F)c2)C1 (stereo unspecified),2,1,-16,2,2,-10,8,-3,8,-0.1,3

# Carrying on.
SMILES,NR2E3 ag-1,Peg3 prom inh,Shn3 3UTR inh,NR2E3 ag-2,EBV LMP1 NFkB,C8 TRAIL sens,HIF-2a block,CF NFkB block,MITF TRPM1 inh,iPSC survival up,KKLEB tox
Cc1ccc(/C([O-])=C(/C(=S)NCc2ccco2)[n+]2ccccc2)cc1[N+](=O)[O-],-17,14,-17,-1,-2,4,12,-14,2,-0.3,9
CCn1c(SCC(=O)N2CCC(C)CC2)nnc1-c1ccco1,0,6,-18,2,-3,4,6,-2,1,0.7,4
O=C(Cc1cn2ccsc2n1)Nc1nc2c(s1)CCCC2,-11,-40,-20,-1,3,9,-31,5,-4,-0.2,3
COC1OC2COC(c3ccccc3)OC2C(NC(C)=O)C1OC(C)=O (stereo unspecified),-5,0,-4,.,-3,-3,14,2,.,-2.3,-1
N#CCSc1ccc(-c2nc3ccccc3[nH]2)cn1,-122,-282,-50,3,-29,18,-289,-2,-68,-0.7,8
Clc1cc(Cl)cc(Nc2ccccc2CN(C/C=C/c2ccc3c(c2)OCO3)Cc2ccccc2)c1,-11,-14,4,.,-27,17,3,0,.,3.7,3
COc1cc(/C=C(/NC(=O)c2ccccc2)C(=O)N2CCOCC2)c([N+](=O)[O-])cc1OC,-24,11,83,-7,3,-11,5,1,1,-0.6,-11
COc1ccc(S(=O)(=O)CCc2nnc(NC(=O)c3cccs3)s2)cc1,-4,-1,-12,-2,-16,-2,12,0,4,-2.3,-3
c1ccc(Nc2cccc3ccccc23)cc1,-62,-27,-24,.,-6,1,-161,-13,-6,0.7,-1
CCc1c(C)sc(NC(=O)c2cc(-c3cc(OC)ccc3OC)on2)c1C#N,-9,12,-2,0,-20,-25,16,40,-8,2.5,-70*
COc1ccc2[nH]c(C)c(C(=O)CN3CCOCC3)c2c1,11,-1,1,0,-12,1,13,-6,4,-2.3,5
Cc1ccc(C)c(N2CCN(CCCNC(=O)Cn3cc4c(n3)CCCCC4)CC2)c1,-9,35,19,-2,13,30,5,15,1,0.3,-5
CC(=O)Oc1ccc2cc(-c3ccccc3)c(=O)oc2c1,-63,-315,-101,0,29,-14,-228,-12,-53,-0.6,7
CCn1c(=O)c2c(nc(SCc3ccccn3)n2C)n(C)c1=O,-2,13,-22,.,-13,7,-8,8,5,1.7,13
O=C(Nc1ccccc1)C1=C[C@@H](C2CC2)C[C@@H](OCc2ccc(CO)cc2)O1,-46,-95,-11,1,-15,-2,-163,-4,-6,-4.4,15
CCC(Cc1ccccc1)NC(=O)CSc1ccsc1[N+](=O)[O-] (stereo unspecified),-9,-1,1,3,0,0,3,4,17,-1.8,-4
CCCCN1CC(N2CCN(C(=O)c3ccco3)CC2)CS1(=O)=O (stereo unspecified),0,-1,-9,.,.,30,3,-30,.,1.5,12
COc1ccc(OC)c(NC(=O)c2cc(-c3ccc(F)cc3OC(C)C)n[nH]2)c1,-30,24,2,.,.,7,-8,0,.,0.0,-2
CCOCCn1c(SC(C)C(C)=O)nc2c1c(=O)[nH]c(=O)n2C (stereo unspecified),-11,15,10,0,-3,6,15,16,-8,-0.5,-1
CC(NC(=O)Cc1ccsc1)c1ccc(Cl)cc1Cl (stereo unspecified),-12,-11,13,3,0,2,-6,2,7,-0.4,11
O=S(=O)(Nc1ccon1)c1cc(Cl)ccc1Cl,-26,1,9,5,-3,-16,7,-2,19,-0.2,10
CCOC(=O)Cc1csc(NC(=O)Cc2ccccc2[N+](=O)[O-])n1,-25,-36,5,3,-14,-10,-73,12,2,-0.4,7
OC1(c2ccccn2)COc2ccccc2O1 (stereo unspecified),-18,-3,3,0,-5,3,-6,-2,1,-0.2,-3
Cc1c(C(=O)NCCCc2ccccc2)cccc1[N+](=O)[O-],-7,-13,-1,0,-2,-3,-5,5,-8,3.3,0
Cc1cc(Br)cn2c(Cc3cccc(F)c3)c(C3CCCCC3)nc12,-30,33,1,.,.,3,16,25,.,-1.4,-18
FC(F)(F)Oc1ccc(Nc2nc(N3CCOCC3)nc(N3CCOCC3)n2)cc1,-21,19,0,3,-14,0,-10,-10,-38,0.1,4
O=C(CCNS(=O)(=O)c1ccc(OC(F)(F)F)cc1)Nc1cccc(S(=O)(=O)N2CCCC2)c1,3,5,39,.,4,-1,1,-17,-4,-0.6,29
CCOc1ccc(CNCCCSc2ncccn2)cc1OC,5,11,13,2,1,-7,26,-12,0,-0.5,3
O=C(c1nn(Cc2ccccc2)c(=O)c2ccccc12)N1CCc2ccccc2C1,-8,19,7,-2,6,10,2,3,14,4.0,6
NC(=O)C1CCCN(C(=S)Nc2ccccc2)C1 (stereo unspecified),-2,4,-4,-5,6,-1,3,21,1,-0.5,-10
Cc1ccc(SCC(=O)N2CCc3ccccc32)cc1,-100,-261,-74,-1,-28,17,-286,-6,-76,1.1,4
COc1ccc(CCNc2nnc(C)c(=O)[nH]2)cc1OC,-14,14,7,2,11,2,-5,4,3,1.2,11
CCn1c(SCC(=O)c2cc(C)n(C)c2C)nnc1-c1ccccc1,-31,10,13,0,-5,12,1,10,4,-0.9,-2
O=C(c1ccc(COc2ccccc2)o1)N1CCN(S(=O)(=O)c2ccccc2Cl)CC1,-9,34,11,0,-3,-3,21,24,-8,1.2,-4
CCOC(=O)N1CCN(C(=O)CS(=O)(=O)c2cn(Cc3cccc(F)c3)c3ccccc23)CC1,6,26,-41,1,-16,-3,22,3,9,2.9,5
c1ccc(CN2CCC(Nc3nc(-c4cccs4)nc4ccccc34)CC2)cc1,-1,75*,-6,-1,-80,-3,22,5,25,-0.5,-18
CC(C)C12CN(C(=O)c3ccccc3[N+](=O)[O-])CC(C(C)C)(CN(C(=O)c3ccccc3[N+](=O)[O-])C1)C2=O,-41,21,11,0,6,13,7,-1,4,-0.4,-6
Cn1ncc2c1ncn1nc(CCc3ccccc3)nc21,-97,-224,-47,-2,-3,-12,-181,1,-49,-1.4,10
COc1cccc(CNC(=O)CCNS(=O)(=O)c2ccc(Br)s2)c1,-19,8,7,1,-4,7,17,12,5,0.4,-2
O=C(C1CC1)N1CCN(c2ccc([N+](=O)[O-])cc2)CC1,2,13,15,9,.,2,9,-4,.,-0.3,6
O=C(O)c1ccccc1C(=O)Nc1ccc(-c2csc(-c3ccccc3)n2)cc1,-70,-242,-121,-1,-22,6,-196,1,-58,5.6,9
CC1(Cc2ccc3c(c2)OCO3)C(=O)Nc2c(Cl)ccc(Cl)c21 (stereo unspecified),-14,23,-9,.,.,-17,4,2,.,-1.5,-3
O=C1CC(Nc2ccc(N3CCOCC3)cc2)C(=O)N1c1cccc(C(F)(F)F)c1 (stereo unspecified),8,-7,-7,0,-1,2,-7,7,-1,0.1,-4
COC(=O)c1[nH]c2ccc(F)cc2c1NC(=O)Nc1ccc(OC)cc1,-30,0,-3,0,-8,-7,-25,20,-1,-2.9,-4
CCC(CC)NC(=O)Nc1ccccc1C,-27,3,2,1,-3,-6,8,-1,-2,-1.0,1
CC(=O)Oc1ccc(Cl)cc1CN(C(C)=O)C1CCCCC1,-17,26,2,.,4,-17,10,46,-12,12,6
O=C(CCS(=O)(=O)Cc1ccccc1)NC1CCCCC1,-3,7,-9,4,2,-13,-10,-9,-8,3.6,-14
O=C(C(c1ccccc1)c1ccccc1)N1CCN(CC(O)COc2ccccc2)CC1 (stereo unspecified),-5,1,6,1,10,14,7,5,-10,-1.6,-6
CCCCC(=O)NS(=O)(=O)c1ccc(NS(C)(=O)=O)cc1,-5,-1,-4,2,-2,-7,16,-33,3,0.4,3
COc1ccc(C(OC(=O)c2ccco2)C(=O)NCC2CCCO2)cc1 (stereo unspecified),-4,15,-17,2,2,0,0,6,0,-0.4,7
COC(=O)c1nn(-c2ccccc2)c(Cl)c1/C=N/OC(=O)c1ccc(Cl)c(Cl)c1,5,28,-3,4,-3,7,14,7,8,-1.2,6
CCOc1ccc(S(=O)(=O)NCCC(=O)NNC(=O)c2ccc(F)cc2)cc1,7,10,12,.,-9,-16,16,10,.,9.0,7

# Assay outcomes (PubChem BioAssay)

# Some of the compounds tested; count on the stated rates, not on these rows.
